Assay outcomes deposited in PubChem by National Center for Advancing Translational Sciences (NCATS).
ASM inhibitor = Inhibitors of Secretory Acid Sphingomyelinase (S-ASM): qHTS; Sphingomyelin phosphodiesterase (Homo sapiens), P17405; placental ASM, HMU-PC fluorogenic substrate, 60 min; Potency, µM (titrated, usually from 57.5 µM), for the others: at the highest dose activity change, negative = inhibition, hits mostly inhibitors; hit rate 0.006% among 340,000; AID 504937, 2011; further: potency means the concentration at half of the fitted maximal effect
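qHTS format. ASM enzyme prepared from human placenta hydrolyses the fluorogenic substrate HMU-PC0 (9 uM final) over 60 min at 37 °C after a 10 min compound preincubation.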
ELG1 genotoxic = qHTS screen for small molecules that induce genotoxicity in human embryonic kidney (HEK293T) cells expressing luciferase-tagged ELG1. HEK293T ELG1-luciferase reporter, luminescence, 16 h. Potency, µM (top dose mostly 46 µM), for inactives: at the top dose activity change, positive = activation, hits mostly activators. hit rate 1.3% among 330,000. AID 504466, 2011; further: potency means the concentration at half of the fitted maximal effect; % of control where 0% means no effect; nearly all actives have a fitted effect of over 60% in size
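ELG1-luciferase HEK293T cells, 2,000/well; compound pinned in; 16 hr, 37 °C, 5% CO2; ONE-Glo, 30 min RT; luminescence on CCD imager.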
a7 integrin act = qHTS for Activators of Integrin-Mediated Alleviation for Muscular Dystrophy; alpha7betagal myoblasts, beta-gal FDG fluorescence, 48 h; Potency, µM (titrated, usually from 38.3 µM), for inactives: at the top dose activation, usual class: activators; hit rate 0.064% among 350,000; AID 624291, 2012;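 further: potency means the concentration at half of the fitted maximal effect; 100% = response of the positive control SU9516; nearly all actives have a fitted effect of over 60% in size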
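Alpha7betagal+/- myoblasts (passage 13) were plated 16-24 hr, then exposed to compounds (1:260 dilution of DMSO stock) for 48 hours at 37C. After MPER lysis, β-galactosidase reporter activity was read as FDG fluorescence (ex 480/em 540) after 30 minutes.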
BRCA1 expr up = qHTS Assay to Identify Small Molecule Activators of BRCA1 Expression. MCF7-BRCA1-FFLuc reporter, luminescence, 48 h; response scale: scaled: vehicle 0%, 10 µM genistein 100%. Potency, µM (doses to about 46.1 µM), for inactives: at the top dose activation, actives largely listed as activators. hit rate 1.1% among 380,000. AID 624202, 2012; further: potency means the concentration at half of the fitted maximal effect; nearly all actives have a fitted effect of over 80% in size; some results filed as inactive show a strong effect at the top dose
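48 h compound treatment of MCF7-BRCA1-FFLuc cells (phenol-red free MEM, 37 °C), then 15 min with luciferase substrate and luminescence imaging.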
TSG101-PTAP inh = qHTS Assay for Iinhibitors of HIV-1 Budding by Blocking the Interaction of PTAP/TSG101; Tumor susceptibility gene 101 protein (Homo sapiens), Q99816; Fluorescence polarization, FITC-PTAP peptide / Tsg101 binding; Potency, µM (doses to about 115 µM), for the others: top-dose activity change, negative = inhibition, most hits filed as inhibitors; 340,000 tested, under 10 active; active means well fitted inhibition curve with a large enough effect in the main read-out, with a control signal flat, not every such curve was filed as active; inconclusive means small, poorly fitted or top-dose-only effect, or effect the other way, or a change in a side signal; inactive means no such curve, though single readings can be large or run the other way; further: potency means the concentration at half of the fitted maximal effect; % of control where 0% means no effect
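Steps: Tsg101 binding domain dispensed (10 uM final), compounds pinned in DMSO, FITC-labeled PTAP-motif peptide added (50 nM final); after 20 min binding at room temperature, polarization measured.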
B2AR arrestin = qHTS assay of beta-arrestin-biased ligands of beta2-adrenergic receptor | beta-arrestin recruitment to beta2AR, cell-based reporter | Potency, µM (doses to about 46.1 µM), for the others: at the highest dose activation, hits mostly activators | hit rate 0.02% among 330,000 | AID 492947, 2010;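 further: potency means the concentration at half of the fitted maximal effect; 0% = DMSO controls and full agonism = EC100 isoproterenol or metaproterenol; nearly all actives have a fitted effect of over 65% in size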
Target sequence (P07550 whole entry, looked up): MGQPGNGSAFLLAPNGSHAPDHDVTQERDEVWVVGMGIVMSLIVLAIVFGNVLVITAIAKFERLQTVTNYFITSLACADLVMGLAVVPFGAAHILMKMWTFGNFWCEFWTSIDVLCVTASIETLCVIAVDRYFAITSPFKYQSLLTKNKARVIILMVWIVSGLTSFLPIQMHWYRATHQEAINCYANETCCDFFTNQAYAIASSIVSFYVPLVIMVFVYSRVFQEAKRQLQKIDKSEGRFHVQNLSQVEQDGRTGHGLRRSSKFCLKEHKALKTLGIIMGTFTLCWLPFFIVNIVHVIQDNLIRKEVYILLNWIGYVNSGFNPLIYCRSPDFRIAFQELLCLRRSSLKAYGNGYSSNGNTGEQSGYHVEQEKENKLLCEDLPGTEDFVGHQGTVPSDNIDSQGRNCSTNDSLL
Eya2 inh = qHTS Assay for Inhibitors of the Phosphatase Activity of Eya2; Protein phosphatase EYA2 (Homo sapiens), O00167; recombinant Eya2, OMFP fluorescence dephosphorylation (OMFP is methylfluorescein phosphate); Potency, µM (highest dose often 76.9 µM), inactives show at the highest dose activity, negative = inhibition, usual class: inhibitors; hit rate 0.006% among 330,000; AID 488837, 2010; further: potency means the concentration at half of the fitted maximal effect; on the % scale 0 is the no-effect control and ±100 the full control effect
Target sequence (O00167 whole entry, looked up): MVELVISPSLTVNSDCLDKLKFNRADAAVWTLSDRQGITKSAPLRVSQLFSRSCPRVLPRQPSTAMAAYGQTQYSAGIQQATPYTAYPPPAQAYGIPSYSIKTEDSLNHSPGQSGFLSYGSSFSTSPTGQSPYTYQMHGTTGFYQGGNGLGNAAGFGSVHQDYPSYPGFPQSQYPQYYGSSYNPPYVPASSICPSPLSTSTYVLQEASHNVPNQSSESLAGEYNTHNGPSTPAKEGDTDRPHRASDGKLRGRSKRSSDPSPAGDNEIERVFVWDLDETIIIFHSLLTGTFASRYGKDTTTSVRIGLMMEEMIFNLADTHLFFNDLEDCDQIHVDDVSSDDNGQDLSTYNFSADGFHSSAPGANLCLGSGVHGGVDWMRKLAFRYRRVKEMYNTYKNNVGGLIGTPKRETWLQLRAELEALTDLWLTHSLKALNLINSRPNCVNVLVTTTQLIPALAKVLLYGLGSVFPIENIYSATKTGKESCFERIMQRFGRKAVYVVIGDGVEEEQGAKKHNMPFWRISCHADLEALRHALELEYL
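Eya2 protein (added as 0.2 uM solution) was preincubated with compound for 10 min at ambient temperature in 50 mM HEPES pH 7.5, 50 mM NaCl, 5 uM MgCl2, 0.05% BSA, 1 mM DTT. OMFP (added at 50 uM) then reacted 10 min; fluorescence read at 485/525 nm.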
uPA surface inh = qHTS for Inhibitors of Cell Surface uPA Generation. cell surface uPA generation assay, qHTS. AID 540303, 2011. Potency, µM (series often up to 38.3 µM), inactives show top-dose activity change, negative = inhibition, hits mostly inhibitors. hit rate 0.31% among 330,000; active means well fitted inhibition curve with a large enough effect; inconclusive means small, poorly fitted or top-dose-only effect; inactive means no such curve, though single readings can be large or run the other way; tested in mouse RAW 264.7 cells; further: potency means the concentration at half of the fitted maximal effect; on the % scale 0 is the no-effect control and ±100 the full control effect; nearly all actives have a fitted effect of over 55% in size
TRPV1 ag = HTS Assay for Compounds that Act as Agonists of the Vanilloid Receptor 1. hit rate 0.19% among 320,000. TRPV1-expressing cells, Fluo-8 calcium influx, agonist mode. Transient receptor potential cation channel subfamily V member 1 (Homo sapiens), Q8NER1. activation, % at 8.33 µM; in the data active means activation above about 80%; inconclusive means between about 30% and that limit; further: 0% is about no effect
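TRPV1-expressing cells were cultured overnight at 35.5C and loaded with Fluo-8 calcium dye for 40 to 90 min at room temperature. After a 10 s baseline, compound was added and calcium influx was read kinetically for 3 min (ex 480/em 520 nm).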
p53 reactivation = qHTS assay for re-activators of p53 using a Luc reporter; H1299 p53-A138V BP100-luciferase reporter, luminescence, 24 h; Potency, µM (doses to about 92.2 µM), inactives show at the top dose activity change, positive = activation, usual class: activators; hit rate 0.063% among 320,000; AID 504706, 2011; further: potency means the concentration at half of the fitted maximal effect; % of control where 0% means no effect; nearly all actives have a fitted effect of over 45% in size
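H1299 (p53-null), stable ts p53-A138V + BP100-Luc; 1000 cells/well, Opti-MEM/10% FBS; cpd 4 pt, 1:5; 24 h, 37 deg C, 5% CO2; detection reagent 10 min RT; luminescence.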
USP2a inh = qHTS Assay for Inhibitors of Ubiquitin-specific Protease USP2a Using CHOP2 as the Reporter. hit rate 0.01% among 330,000. USP2 core, Ub-CHOP2 coupled fluorogenic reporter, 485/531. Potency, µM (doses to about 38.3 µM), for inactives: at the top dose activity change, negative = inhibition, most hits filed as inhibitors. Ubiquitin carboxyl-terminal hydrolase 2 (Homo sapiens), O75604;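 further: potency means the concentration at half of the fitted maximal effect; plate controls were DMSO wells for no effect and full inhibition by NEM control for full effect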
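Deubiquitinase activity read as fluorescence (485/531 nm) after Ub-CHOP2 cleavage activates the enterokinase reporter on its substrate; USP2 core 10nM, Ub-CHOP2 and substrate 25nM each, 30min compound preincubation then 60min RT; data normalized to NEM, curves fitted.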
* marks the source's active call; other numbers are inactive results; ? = inconclusive; nt = no result given; & = joins results of further samples; [ ] = another dose, or the depositor's remark. Unless noted, the call rests on the fitted dose curve; in most records, active means well fitted curve in the direction sought with a large enough effect; inconclusive means small, poorly fitted or top-dose-only effect, or another doubt; inactive means no such curve, though single readings can be large; an effect the other way counts as inactive or inconclusive.

SMILES	ASM inhibitor	ELG1 genotoxic	a7 integrin act	BRCA1 expr up	TSG101-PTAP inh	B2AR arrestin	Eya2 inh	uPA surface inh	TRPV1 ag	p53 reactivation	USP2a inh
Cc1cnc(CN2CCc3c([nH]c4ccccc34)C2C2CCCCC2)[nH]1 (stereo not given)	6%	-5%	8%	19%	-5%	0.3%	-7%	-8%	0	4%	1%
COC(=O)c1cn[nH]c1NC(=S)Nc1ccc(C)cc1Cl	4%	0.58µM*	20%	?	0%	3.4%	-8%	nt	-1	nt	-2%
CCCc1nc(N2CCOCC2)c(C#N)c2c1CCCC2	14%	-4%	-22%	0%	-3%	0.2%	-3%	1%	21	3%	0%
Cc1cccc(C2CN(C)CCc3c2cc(O)c(O)c3Cl)c1 (stereo not given)	-2%	14%	nt	-30%	1%	0.2%	-4%&4%	?	4	-8%	-1%
CCc1nc2ccc(C(=O)NCCc3ccc(OC)cc3)cc2nc1CC	-11%	-10%	-23%	7%	-4%	0.2%	-20%	-2%	2	-3%	2%
O=C1NCCCC2c3c(cc(Br)c(O)c3Br)OC12N1CCOCC1 (stereo not given)	0%	-9%	-8%	3%	-7%	0.6%	9%	0%	3	0%	0%
Clc1ccc(OCCCn2cncn2)cc1Cl	1%	-5%	-6%	0%	2%	0.0%	9%	2%	-3	-9%	-2%
O=C(CCCl)Nc1cc(SCCO)cc([N+](=O)[O-])c1	-1%	0%	-38%	4%	nt	0.4%	-29%	0%	2	7%	-1%
O=C(CSc1nnc(-c2ccncc2)n1C1CCCCC1)Nc1cccc(O)c1	2%	-1%	10%	-3%	-4%	-0.7%	-1%	6%	12	-2%	0%
c1ccc2oc(C3=NNC(=NC4CC4)SC3)cc2c1	-3%	?	2%	-27%	-12%	0.3%	-3%	?	2	55%	1%
O=C(NCCC1=CCCCC1)C(=O)c1c[nH]c2ccccc12	0%	15%	18%	95%	-3%	-1.9%	-2%	5%	-3	?	3%
CCOc1ccc(/C(=N\O)C(C)NO)cc1 (stereo not given)	-1%	0%	20%	29%	0%	0.0%	4%	5%	-1	4%	0%
CCOC(=O)[C@H]1[C@H]2COc3ccc(Br)cc3[C@@H]2N2C(=O)CN(Cc3ccc(F)cc3)C(=O)[C@@]12C	-1%	-3%	25%	-28%	0%	0.3%	-2%	3%	7	-12%	-1%
CC(=O)Cc1nsc(NC(=O)c2cn(-c3ccccc3)nc2-c2ccc(Br)cc2)n1	3%	0%	5%	1%[1.84 µM]	0%	-0.5%	4%	4%	0	-3%	-1%
O=C(O)CCC(=O)Nc1ccccc1C(=O)NCc1ccco1	-1%	-1%	-11%	-6%	1%	-0.2%	2%	-6%	1	3%	1%
CCN1C(=O)C(O)(CC(=O)c2ccccn2)c2ccccc21 (stereo not given)	4%	-3%	-25%	-2%[1.84 µM]	-1%	-0.1%	0%	-6%	-3	5%	5%
Cc1ccc2oc3c(c(=O)c2c1)C(c1cccs1)N(CCCN(C)C)C3=O (stereo not given)	3%	12%	-10%	-16%	-2%	0.3%	-27%	-4%	6	?	0%
Cc1ccc(-c2noc(CN(C(=O)C34CC5CC(CC(C5)C3)C4)C(C)C)n2)cc1	-1%	0%	5%	-7%	2%	-0.9%	3%	nt	4	2%	-1%
O=C1CC(N2CCN(Cc3ccccc3)CC2)C(=O)N1CCc1ccccc1 (stereo not given)	5%	-4%	-8%[7.66 µM]	-3%	-2%	-0.7%	-2%	nt	-1	-1%	0%
CCC(SC1=N/C(=C/c2ccccc2)C(=O)N1c1ccccc1)C(=O)Nc1cc(C)on1 (stereo not given)	144%[activator]	-5%	0%	-12%	1%	-0.6%	0%	3%	10	-9%	4%
CC(C)OC(=O)/C(C#N)=C/c1cn(Cc2ccccc2)c2ccccc12	7%	1%	6%	-61%	-1%	-0.1%	1%	5%	?	-12%	1%
O=C(NNC(=O)c1cccnc1)Nc1ccc([N+](=O)[O-])cc1	3%	1%	-12%	-33%	1%	0.3%	-2%	-1%	-2	-24%	7%
CCOC(=O)N1CCN(C(=O)CN(c2ccc3c(c2)OCO3)S(C)(=O)=O)CC1	1%	-1%	5%	0%	-1%	-0.4%	-10%	2%	3	-5%	-1%
CC(C)(C)[C@@H]1COC(=O)[C@@H](Cc2ccc(F)cc2)CC/C=C\C[C@@H](CC(=O)N(CCO)Cc2ccccc2)C(=O)N1	0%	-2%	4%	0%	-3%	0.0%	10%	-13%	nt	6%	-1%
O=C(CSc1cccc[n+]1[O-])c1cccs1	-3%	0%	11%	0%	-4%	-0.7%	-4%	2%	1	2%	3%

Rewritten field by field: 2 of the compounds above
> CCOC(=O)N1CCN(C(=O)CN(c2ccc3c(c2)OCO3)S(C)(=O)=O)CC1
  ASM inhibitor = 1%
  ELG1 genotoxic = -1%
  a7 integrin act = 5%
  BRCA1 expr up = 0%
  TSG101-PTAP inh = -1%
  B2AR arrestin = -0.4%
  Eya2 inh = -10%
  uPA surface inh = 2%
  TRPV1 ag = 3
  p53 reactivation = -5%
  USP2a inh = -1%

> CCc1nc2ccc(C(=O)NCCc3ccc(OC)cc3)cc2nc1CC
  ASM inhibitor = -11%
  ELG1 genotoxic = -10%
  a7 integrin act = -23%
  BRCA1 expr up = 7%
  TSG101-PTAP inh = -4%
  B2AR arrestin = 0.2%
  Eya2 inh = -20%
  uPA surface inh = -2%
  TRPV1 ag = 2
  p53 reactivation = -3%
  USP2a inh = 2%

Three entries from above, ordered by the value under TSG101-PTAP inh, high to low:
SMILES	TSG101-PTAP inh
O=C(NNC(=O)c1cccnc1)Nc1ccc([N+](=O)[O-])cc1	1%
CCN1C(=O)C(O)(CC(=O)c2ccccn2)c2ccccc21 (stereo not given)	-1%
Cc1ccc2oc3c(c(=O)c2c1)C(c1cccs1)N(CCCN(C)C)C3=O (stereo not given)	-2%

More entries follow.
SMILES	ASM inhibitor	ELG1 genotoxic	a7 integrin act	BRCA1 expr up	TSG101-PTAP inh	B2AR arrestin	Eya2 inh	uPA surface inh	TRPV1 ag	p53 reactivation	USP2a inh
N#Cc1ccccc1NC(=O)C1SC(=Nc2ccccc2)C(C(=O)Nc2ccc(Cl)cc2)=C1N (stereo not given)	-15%	-9%	?	-71%	-2%	-0.4%	3%	5%	8	-3%	-10%
CN1CCN(C2=Cc3ccc(Cl)cc3Sc3ccc(F)cc32)CC1	-14%	10%	-62%[inhibitor]	-100%[inhibitor]	-9%	-0.3%	-12%	4%	1	-9%	4%
O=C(Nc1ccnn1C1CCN(Cc2ccccc2OC(F)F)CC1)c1cccnc1	6%	2%	33%	30%	-7%	-0.9%	-13%	-2%	-1	-2%	0%
O=C(Nc1ccc(Cl)c(Cl)c1)c1ccc(Cn2cc(Cl)cn2)cc1	?	7%	-24%	-33%	1%	-0.1%	1%	?	-3	?	-8%
COc1cccc(CN(C)C(=O)c2cccc(S(=O)(=O)N3CCN(c4ccccc4)CC3)c2)c1OC	0%	nt	-18%	-23%	-5%	nt	nt	?	nt	nt	nt
C=CCn1c(-c2cccn(Cc3ccc(Cl)cc3Cl)c2=O)n[nH]c1=S	-6%	-10%	3%	-30%	-13%	0.5%	-5%	nt	-1	-2%	2%
CC(C)n1c(SCC(=O)Nc2ccccc2N2CCCCC2)nc2c1c(=O)n(C)c(=O)n2C	-1%	2%	18%	-30%	-2%	-0.6%	5%	3%	18	-19%	3%
COc1ccc(CNC(=O)c2ccc(NC(=O)C3CCCO3)cc2)cc1 (stereo not given)	4%	11%	-4%	15%	-12%	-0.5%	-20%	4%	0	-2%	2%
Cc1cc(C)nc(CCNC(=O)c2cc(COc3c(C)cccc3C)on2)n1	2%	13%	-12%	-5%	-3%	-0.2%	5%	-11%	0	-11%	-2%
